LMNA splice mod: qHTS Assay for Modulators of Lamin A Splicing | 200,000 tested, 0.01% active | HeLa LMNA splicing GFP/RFP minigene ratio, 48 h | Potency, µM (top dose mostly 46.1 µM), inactives show top-dose ratio change, negative = inhibition, most hits filed as inhibitors; active = well fitted inhibition curve with a large enough effect in the signal ratio, with a control signal flat, not every such curve was filed as active; inconclusive = small, poorly fitted or top-dose-only effect, or effect the other way, or a change in a side signal; the % refers to the signal ratio
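Read-out is the ratio of GFP to DsRed2 object intensity, acquired by 488 nm laser-scanning cytometry on HeLa lamin A-EGFP minigene reporter cells. Compound incubation 48 hrs at 37 °C in Opti-MEM with 2% FBS; DMSO 0.5% final.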
TRb SRC2 PPI: qHTS for Inhibitors of the Interaction of Thyroid Hormone Receptor and Steroid Receptor Coregulator 2; Thyroid hormone receptor beta (Homo sapiens), P10828; TRbeta-SRC2 peptide binding, fluorescence polarization; receptor liganded with 1 µM T3; Potency, µM (highest dose often 106 µM), without a hit: at the top dose activity change, negative = inhibition, hits mostly inhibitors; 280,000 tested, 0.065% active; AID 1469, 2008; active = well fitted inhibition curve with a large enough effect; inconclusive = small, poorly fitted or top-dose-only effect, or effect the other way;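 also: plate controls were bound peptide for no effect and peptide without receptor for full effect; nearly all actives have a fitted effect of over 50% in size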
Target sequence (P10828 whole entry, looked up): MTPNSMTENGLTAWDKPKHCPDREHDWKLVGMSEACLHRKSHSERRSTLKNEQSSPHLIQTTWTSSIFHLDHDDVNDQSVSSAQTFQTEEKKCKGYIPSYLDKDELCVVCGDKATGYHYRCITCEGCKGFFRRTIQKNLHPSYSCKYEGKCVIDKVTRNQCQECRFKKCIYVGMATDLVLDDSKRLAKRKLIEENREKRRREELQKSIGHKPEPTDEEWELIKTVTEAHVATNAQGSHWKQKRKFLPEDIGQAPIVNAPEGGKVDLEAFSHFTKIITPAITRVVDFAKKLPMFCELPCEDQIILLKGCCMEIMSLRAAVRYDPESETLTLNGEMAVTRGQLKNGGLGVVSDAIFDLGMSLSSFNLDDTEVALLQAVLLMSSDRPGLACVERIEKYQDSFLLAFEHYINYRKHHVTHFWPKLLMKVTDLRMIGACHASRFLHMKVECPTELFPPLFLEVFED
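Polarization signal, normalized between peptide-alone and full complex controls, measured compound effects on T3-liganded human TRb LBD (0.6 uM) binding 20 nM Texas Red SRC2 peptide after 5 hr.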
TR SRC2 fluor cs: Total Fluorescence Counterscreen for Inhibitors of the Interaction of Thyroid Hormone Receptor and Steroid Receptor Coregulator 2; 280,000 tested, 0.29% active; TRb/SRC2 Texas Red total fluorescence interference; Potency, µM (top dose mostly 106 µM), inactives show at the top dose fluorescence change, negative = quenching; active = well fitted curve in either direction with a large enough effect; inconclusive = small, poorly fitted or top-dose-only effect
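Human TRβ ligand-binding domain (0.6 uM) and Texas Red SRC2 peptide (20 nM) in Tris buffer with 1 uM T3 and 5% DMSO were incubated with pinned compound for 5 hr at ambient temperature. Total fluorescence was computed as S + 2P (555/632 nm).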
* marks the source's active call; other numbers are inactive results; ? = inconclusive; [ ] = another dose, or the depositor's remark. Unless noted, % is scaled to controls: 0 for no effect and ±100 for the full control effect; potency is read from the fitted curve at half-maximal effect.

Sample of the layout (2 entries):
SMILES	LMNA splice mod	TRb SRC2 PPI	TR SRC2 fluor cs
CCOc1ccccc1NC(=O)N1CCC(n2c(C)nc3cccnc32)CC1	10%[46 µM]	-7%	0%
COCCCNC(=O)CSc1nc2c(sc3ccccc32)c(=O)n1CCc1ccc(OC)c(OC)c1	4%[46 µM]	-1%	1%

The whole of this part, previewed entries included:
SMILES	LMNA splice mod	TRb SRC2 PPI	TR SRC2 fluor cs
CCOc1ccccc1NC(=O)N1CCC(n2c(C)nc3cccnc32)CC1	10%[46 µM]	-7%	0%
COCCCNC(=O)CSc1nc2c(sc3ccccc32)c(=O)n1CCc1ccc(OC)c(OC)c1	4%[46 µM]	-1%	1%
Cc1ccc(NS(=O)(=O)c2c(C(=O)N3CCCCCC3)c(C)n(C)c2C)cc1F	-10%[46 µM]	-7%	-3%
CCCCC(=O)Nc1nnc(S(=O)(=O)N(C)Cc2ccccc2)s1	15%[46 µM]	-11%	0%
CC(NC(=O)C1CCN(C(=O)N2CCOc3ccccc32)CC1)c1ccccc1 (stereo unspecified)	5%[46 µM]	2%	0%
CC1CCN(S(=O)(=O)c2nnc(NC(=O)c3cccc(F)c3)s2)CC1	3%[46 µM]	-4%	?
N#Cc1nc(-c2ccc(COc3ccc(Cl)cc3)o2)oc1N1CCC(C(N)=O)CC1	3%[46 µM]	8%	-14%
Cc1ccc(Cl)cc1N1CCN(S(=O)(=O)c2ccc(-c3cnc(C4CC4)o3)cc2)CC1	?	4%	-3%
CCOC(=O)c1c(NC(=O)c2cc3nc(-c4ccccc4)cc(C(F)(F)F)n3n2)sc2c1CCC(C)C2 (stereo unspecified)	0%[46 µM]	2%	-1%
COc1cccc(Cc2nc3ccccc3nc2SCC(=O)Nc2cc(OC)ccc2OC)c1	-2%[46 µM]	6%	0%
COc1ccc(F)cc1S(=O)(=O)NCCc1c(C)[nH]c2c(Cl)cccc12	?	0%	-3%
Cc1ccc(-n2ncc(C(=O)NCc3ccc4c(c3)OCO4)c2C2CCN(C(=O)OC(C)(C)C)CC2)cc1C	?	-6%	-7%
CCOc1ccccc1NC(=O)C(=O)NCCc1sc2nc(-c3ccc(OC)cc3)nn2c1C	2%[46 µM]	-2%	-1%
CCN(c1cccc(C)c1)S(=O)(=O)c1nnc(NC(=O)c2cccs2)s1	-14%[46 µM]	-2%	-2%
CCOc1ccccc1CNC(=O)C1=C(C)C(=O)OC12CCN(C(C)=O)CC2	-12%[46 µM]	-3%	7%
CCCn1ccc2c(OCC(=O)Nc3ccc(C(F)(F)F)cc3)cccc2c1=O	12%[46 µM]	3%	1%
COc1ccc(CNS(=O)(=O)c2cc3c(cc2Cl)N(C(C)=O)CCO3)cc1	?	6%	-8%
O=C(NCCCN1CCN(c2ccccc2)CC1)c1ccc2nc(Cc3ccccc3)oc2c1	-29%[46 µM]	5%	-4%
Cc1cccc(Cn2c(CN3CCC(C(=O)NC(C)C)CC3)cc3ccccc32)c1	-23%[46 µM]	-3%	2%
CC(=O)N1CCc2cc(CNS(=O)(=O)c3ccc(C(C)(C)C)cc3)ccc21	-10%[46 µM]	3%	-2%

Whole records from above.
Record of CCOc1ccccc1CNC(=O)C1=C(C)C(=O)OC12CCN(C(C)=O)CC2 → LMNA splice mod = -12%[46 µM]; TRb SRC2 PPI = -3%; TR SRC2 fluor cs = 7%
Record of CCCn1ccc2c(OCC(=O)Nc3ccc(C(F)(F)F)cc3)cccc2c1=O → LMNA splice mod = 12%[46 µM]; TRb SRC2 PPI = 3%; TR SRC2 fluor cs = 1%

Remaining list, next part.
SMILES	LMNA splice mod	TRb SRC2 PPI	TR SRC2 fluor cs
Cc1ccccc1C(=O)Nc1ccccc1OCc1cc(=O)n2ccccc2n1	-7%[46 µM]	-5%	-1%
Cc1ccc(C)c(CNC(=O)c2ccc3c(c2)nc2n3CCCCC2)c1	?	1%	-6%
CCN1C(=O)c2ccccc2Sc2ccc(C(=O)NCCCN(CC(C)C)CC(C)C)cc21	?	-4%	-1%
O=C(Nc1ccccc1Cl)C1CCN(c2nc3ccccc3[nH]2)CC1	-2%[46 µM]	-6%	0%
COc1cccc(N2CCN(C(=O)CCS(=O)(=O)c3ccc4c(c3)oc(=O)n4C)CC2)c1	-4%[46 µM]	-1%	-2%
Cc1ccc(Cl)cc1N1CCN(C(=O)C2CCN(S(=O)(=O)c3cn(C)cn3)CC2)CC1	-10%[46 µM]	3%	-2%
CCOCCc1nn2c(=O)cc(COC(=O)c3ccc(NC(=O)c4cccs4)cc3)nc2s1	1%[46 µM]	-5%	4%
CCOC(=O)Cc1ccc(NC(=O)N2CCSc3ccccc32)cc1	-3%[46 µM]	8%	-22%
O=C(Nc1cnc(N2CCN(c3ccccc3)CC2)c(C(=O)O)c1)c1cccs1	7%[46 µM]	-3%	-1%
Cc1c(C(=O)Nc2ccccc2Br)oc2ccc(S(=O)(=O)N3CCCCC3)cc12	-5%[46 µM]	-3%	-1%
O=C(NCCc1ccccc1)C(=O)NCC(c1cccnc1)N1CCN(c2ccc(F)cc2)CC1 (stereo unspecified)	?	-21%	?
Cc1ccc2nc(CSc3nnc(NC(=O)COc4ccccc4F)s3)cc(=O)n2c1	3%[46 µM]	1%	-3%
CCOC(=O)c1c(NC(=O)COc2ccc(Br)cc2)sc2c1CCCC2	-13%[46 µM]	12%	-2%
CCC1CN(C(=O)N2CCC(C(=O)NCCc3ccc(OC)cc3OC)CC2)c2cc(C)ccc2O1 (stereo unspecified)	2%[46 µM]	-14%	-73%
COc1ccc(NC(=O)CSc2nc3nc(C)c(Cc4ccc(C)cc4)c(C)n3n2)cc1OC	-1%[46 µM]	-1%	-4%
COc1ccc(-c2csc3ncnc(Nc4cccc(F)c4)c23)cc1	-18%[46 µM]	2%	-2%
COc1ccccc1CNc1nccn(-c2ccccc2)c1=O	6%[46 µM]	8%	2%
Cc1ccc(NC(=O)Cn2cc(S(=O)(=O)N3CCCC3)c(S(=O)(=O)N3CCCC3)c2)c(C)c1	14%[46 µM]	3%	-2%
CCOC(=O)c1c(NC(=O)c2ccc(S(=O)(=O)N(C)C)cc2)sc2c1CCN(C)C2	-21%[46 µM]	0%	1%
COc1ccc(-n2cc(-c3ccccc3)c3c(NCc4cccc(Cl)c4)ncnc32)cc1	-16%[46 µM]	4%	0%
CCCCCNC(=O)c1cc2c(=O)n3ccccc3nc2n1C	?	1%	4%
CCc1sc(Nc2cccc(Cl)c2C)nc1-c1cc2cccc(OC)c2oc1=O	4%[46 µM]	-2%	-9%
O=c1n(Cc2ccc([N+](=O)[O-])cc2)c2ccccc2c2nc(-c3ccccc3)nn12	13%[46 µM]	-21%	100µM*[quencher]
COc1ccc(-n2nc3c(N4CCCC(C(=O)NCc5ccc(C)cc5)C4)nnc(C)c3c2C)cc1 (stereo unspecified)	?	5%	3%
CCN(CC)C(=O)c1sc2c(c1C)c(=O)n(CCc1ccccc1)c(=O)n2Cc1cc(C)ccc1C	12%[46 µM]	3%	-2%
Fc1ccccc1CNCCCSc1nnnn1-c1ccccc1	8%[46 µM]	-8%	-1%
CCCCNc1ncnc2c1nnn2C	1%[46 µM]	-1%	-2%
O=C(NC1CCCC1)c1ccc2c(=O)n(Cc3ccccc3)c(SCc3cccc(F)c3)nc2c1	?	5%	-5%
Cc1noc2ncnc(N3CCCC(C(=O)NCCC(C)C)C3)c12 (stereo unspecified)	4%[46 µM]	4%	1%
Cc1cccc(C(=O)Nc2cc(-c3ccccc3F)nn2-c2ccccc2)c1	-12%[46 µM]	4%	-1%

Single values from the results shown:
Reading of `Cc1ccccc1C(=O)Nc1ccccc1OCc1cc(=O)n2ccccc2n1` in TRb SRC2 PPI: -5%
Reading of `Cc1ccc2nc(CSc3nnc(NC(=O)COc4ccccc4F)s3)cc(=O)n2c1` in LMNA splice mod: 3%[46 µM]
Reading of `CCCCNc1ncnc2c1nnn2C` in LMNA splice mod: 1%[46 µM]
Reading of `CC(=O)N1CCc2cc(CNS(=O)(=O)c3ccc(C(C)(C)C)cc3)ccc21` in TRb SRC2 PPI: 3%
Reading of `COc1ccc(F)cc1S(=O)(=O)NCCc1c(C)[nH]c2c(Cl)cccc12` in TR SRC2 fluor cs: -3%

The list goes on.
SMILES	LMNA splice mod	TRb SRC2 PPI	TR SRC2 fluor cs
COc1ccc(OC)c(S(=O)(=O)Nc2cccc(-c3ccc(N4CCCCC4)nn3)c2)c1	12%[46 µM]	-1%	0%
CCOc1ccc(S(=O)(=O)NCC(c2ccco2)S(=O)(=O)c2cccs2)cc1 (stereo unspecified)	?	-8%	-1%
CC(=O)N1CCCc2cc(S(=O)(=O)N3CCC(C(=O)NCc4ccc(N(C)C)cc4)CC3)ccc21	-18%[46 µM]	0%	-4%
O=C(CSc1nc(=O)n(CCN2CCOCC2)c2c1CCC2)Nc1ccc(F)cc1F	?	1%	0%
CC(C)(C)c1ccc(CN(Cc2ccco2)c2cnc(S(C)(=O)=O)nc2C(=O)Nc2ccc(F)cc2)cc1	?	-4%	6%
CCCN(CCC)CCNC(=O)c1nn(C)c2c1CS(=O)(=O)c1ccccc1-2	21%[46 µM]	1%	8%
O=C(NCc1ccccc1Cl)c1ccc2c(c1)N(Cc1ccccc1)C(=O)CS2	3%[46 µM]	7%	-2%
CCOC(=O)c1scc(-c2ccc(C)cc2)c1S(=O)(=O)Nc1ccc(F)c(F)c1	-3%[46 µM]	-6%	1%
CC(Oc1ccccc1Cl)C(=O)N1CCN(CCc2ccccn2)CC1 (stereo unspecified)	0%[46 µM]	8%	7%
Cc1ccc(CCNS(=O)(=O)c2ccc3c(c2)CC(C)N3C(=O)C2CCC2)cc1 (stereo unspecified)	8%[46 µM]	1%	4%
Cc1ccc(C)c(S(=O)(=O)Nc2ccc3c(c2)CCCN3C(=O)c2cccs2)c1	-12%[46 µM]	3%	-1%
CCOC(=O)Cn1c(=O)cc(C)c2c(C)nn(-c3cccc(F)c3)c21	-2%[46 µM]	-1%	-2%
Cc1cccc(NC(=O)Cn2cc(S(=O)(=O)N3CCCC3)c(S(=O)(=O)N3CCCC3)c2)c1C	0%[46 µM]	-6%	-51%
O=C(NCCCN1CCN(c2ccccc2)CC1)c1nnc(Cc2ccc(F)cc2)o1	?	-8%	2%
COc1ccccc1CNS(=O)(=O)c1c(C(=O)N2CCC(C)CC2)c(C)n(C)c1C	-23%[46 µM]	-1%	-1%
COc1ccc(CCNC(=O)CSc2nc3nc(C)c(Cc4ccc(C)cc4)c(C)n3n2)cc1OC	0%[46 µM]	3%	-1%
Cc1ccc(N2CCn3c2nc2c3c(=O)n(CCCc3ccccc3)c(=O)n2C)cc1	17%[46 µM]	-5%	-22%
Cc1cccc(CC(=O)NC2CC(=O)N(c3cccc(F)c3)C2)c1 (stereo unspecified)	?	-3%	1%

Bioassay records (PubChem BioAssay)

The list is partial (hit frequency here may not be typical).
